Screening results as filed in PubChem.
IL-2 act: IL-2 activation | IL-2 activation reporter assay, cell-based qHTS; stimulated with anti-CD3/CD4/CD28 beads; in transgenic mouse T cells | activation, % (series mostly up to about 46 µM) | 0.065% of 360,000 active | AID 652025; in the data active means activation above about 50%; inconclusive means mostly about 30% to 49%; further: 0% is about no effect
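First, unstimulated transgenic mouse T cells were exposed to compound for 60 min. Next, anti-CD3/anti-CD4-coated beads with anti-CD28 were added. Finally, after 18 h at 37 degrees C, EGFP and DsRed were imaged.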
EPAC1 agonist: agonists of human EPAC1; O95398; EPAC1 agonist qHTS, biochemical assay; response scale: 100% = response to 6.5 mM cAMP; Potency, µM (series often up to 154 µM), without a hit: at the top dose activation, most hits filed as activators; 0.073% of 360,000 active; AID 720707; further: potency means the concentration at half of the fitted maximal effect; nearly all actives have a fitted effect of over 60% in size
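Multi-concentration qHTS readout: loss of Rap1B-bound BODIPY-GDP fluorescence driven by 100 nM EPAC1 with excess GDP (50 uM), monitored kinetically at room temperature; agonist response expressed relative to 6.5 mM cAMP.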
CCT chaperon mod: cytosolic chaperonin activity modulation. activity change, % (no concentration beside the values), hits read low. purified chaperonin ATPase assay, HTRF ADP detection, 30 min. AID 651819. 0.3% of 360,000 active; in the data active means activity change below about -30%; further: on the % scale 0 is the no-effect control and ±100 the full control effect
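First, chaperonin was dispensed at 40 nM or 20 nM final depending on batch activity. Next, compounds were pinned at 76 uM and ATP added at 10 uM. After 30 min at 37 °C, ADP detection reagents ran 30 min at ambient temperature.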
PI5P4K alpha inh: PI5P4K alpha (human) kinase inhibition; PI5P4Kalpha enzyme, ADP-Glo luminescence, 60 min; active compounds read low; max response, %; 1.2% of 330,000 active; AID 652105; active means max response of -50% or lower; inconclusive means between -30% and -50%; inactive means -30% or higher; further: value at the top dose of about 77 µM; on the % scale 0 is the no-effect control and ±100 the full control effect
Target sequence (P48426 whole entry, looked up): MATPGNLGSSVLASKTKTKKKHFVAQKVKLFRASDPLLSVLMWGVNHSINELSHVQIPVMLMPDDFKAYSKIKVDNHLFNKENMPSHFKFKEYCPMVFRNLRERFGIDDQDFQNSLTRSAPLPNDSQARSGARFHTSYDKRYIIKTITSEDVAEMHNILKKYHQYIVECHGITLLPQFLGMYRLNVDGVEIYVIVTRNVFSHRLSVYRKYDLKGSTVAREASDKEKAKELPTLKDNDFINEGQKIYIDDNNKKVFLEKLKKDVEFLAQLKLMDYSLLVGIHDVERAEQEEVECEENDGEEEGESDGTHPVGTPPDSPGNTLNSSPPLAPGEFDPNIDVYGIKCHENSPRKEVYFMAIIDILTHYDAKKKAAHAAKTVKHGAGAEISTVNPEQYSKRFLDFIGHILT
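PI5P4Kalpha ADP-Glo assay; 5 microM ATP final; 60 min RT reaction; HEPES pH 7.4/EGTA/CHAPS, 5% DMSO; controls lacking substrate or enzyme; luminescent end-point.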
WRN helicase inh: inhibitors of human WRN helicase | WRN helicase unwinding, fluorescent forked duplex, kinetic | Potency, µM (doses to about 114 µM), without a hit: at the highest dose activity change, negative = inhibition, usual class: inhibitors | 0.46% of 360,000 active | Q14191; further: potency means the concentration at half of the fitted maximal effect; on the % scale 0 is the no-effect control and ±100 the full control effect; nearly all actives have a fitted effect of over 55% in size
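WRN at 20 nM final was preincubated with compound for 15 min at room temperature; reaction started with 100 nM forked duplex oligonucleotide carrying fluorophore and quencher plus 2 mM ATP (final). Unwinding followed kinetically by red fluorescence (ex 525/em 598 nm).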
EPAC1 antag: EPAC1 (human) antagonism. EPAC1 GEF assay, Rap1b-BODIPY-GDP exchange fluorescence. Potency, µM (series often up to 115 µM), for the others: top-dose activity change, negative = inhibition, actives largely listed as inhibitors. 0.14% of 360,000 active;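 further: potency means the concentration at half of the fitted maximal effect; plate controls were vehicle for no effect and positive control for full effect; nearly all actives have a fitted effect of over 50% in size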
PLK1 PBD block: blocks phosphopeptide binding to human PLK1 polo-box domain. P53350. Plk1 PBD binding of FITC phosphopeptide, fluorescence polarization. Potency, µM, without a hit: max response, negative = inhibition, usual class: inhibitors. 2.8% of 360,000 active. AID 720504; further: potency means the concentration at half of the fitted maximal effect; series mostly up to about 57 µM; on the % scale 0 is the no-effect control and ±100 the full control effect; nearly all actives have a fitted effect of over 65% in size
EPAC2 agonist: activates human EPAC2 exchange factor. Q8WZA2. EPAC2 activation, biochemical qHTS; response scale: 100% = 6.5 mM cAMP response. Potency, µM (series often up to 154 µM), inactives show top-dose activation, hits mostly activators. 0.079% of 360,000 active. AID 720711; further: potency means the concentration at half of the fitted maximal effect; nearly all actives have a fitted effect of over 50% in size
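Readout is BODIPY fluorescence (480 nm excitation, 540 nm emission), which falls as labeled GDP is exchanged off Rap1B. EPAC2 at 100 nM acted on 250 nM RAP1B-BODIPY-GDP with 50 uM GDP present.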
The depositor's hits bear a star; ? = inconclusive; · = no result given. Unless noted, the call rests on the fitted dose curve; in most records, active means well fitted curve in the direction sought with a large enough effect; inconclusive means small, poorly fitted or top-dose-only effect, or another doubt; inactive means no such curve, though single readings can be large; an effect the other way counts as inactive or inconclusive.

| No. | IL-2 act | EPAC1 agonist | CCT chaperon mod | PI5P4K alpha inh | WRN helicase inh | EPAC1 antag | PLK1 PBD block | EPAC2 agonist | structure |
| --- | --- | --- | --- | --- | --- | --- | --- | --- | --- |
| 1 | 0.3 | 8% | -2.2 | 1 | 9% | -8% | -5% | 3% | CCN(c1ccc(Cl)cc1)S(=O)(=O)c1nnc(NC(=O)C(C)C)s1 |
| 2 | 3.2 | 4% | -1.0 | -1 | -14% | 2% | -6% | -1% | Clc1ccccc1CSc1nnc(Cn2cnc3ccccc32)n1-c1ccccc1 |
| 3 | -3.0 | -8% | -2.0 | · | -4% | -1% | 1% | -1% | Cc1ccc(C(=O)/C=C/c2ccc(Br)cc2)o1 |
| 4 | -0.6 | -5% | -0.4 | -3 | -4% | 17% | 0% | -7% | Cc1cc(OCC(=O)N2CCN(c3ccccc3)CC2)c2c(C)c(C)c(=O)oc2c1 |
| 5 | 0.2 | 11% | -1.5 | -6 | -12% | -4% | -13% | -8% | Cc1cccn2c(=O)c3cc(C(=O)NCC4CCCO4)c(=N)n(Cc4cccnc4)c3nc12 (stereo not drawn) |
| 6 | -0.3 | -5% | · | 18 | 8% | 9% | 9% | -9% | O=C(NCc1ccccc1)C(c1ccc(C(F)(F)F)cc1)N1CCN(CCN2CCOCC2)CC1 (stereo not drawn) |
| 7 | 0.8 | -4% | 0.5 | ? | ? | ? | 19µM* | 0% | C=C/C(C)=C/CC1C(=C)CCC2C(C)(C(=O)O)CCCC12C (stereo not drawn) |
| 8 | -0.8 | -1% | -14 | · | 15% | -2% | -1% | -7% | COCCn1c(SCC(=O)Nc2ccc(NC(=O)c3ccco3)c(OC)c2)nc2ccccc2c1=O |
| 9 | -0.2 | 1% | 0.9 | 1 | -4% | ? | -11% | 7% | COc1ccc(Oc2cccc(Cl)c2CNC(=O)CCCC(=O)O)cc1 |
| 10 | -2.8 | -1% | -1.4 | · | 9% | -1% | -1% | -4% | Cc1cc(C)n(C/C=C/Cn2nc(C)cc2C)n1 |
| 11 | 1.3 | 13% | -0.6 | 3 | -17% | -11% | 3% | 7% | COc1ccc(CN2CCN(C(=O)c3cccc(OC)c3OC)CC2)cc1OC |
| 12 | 0.7 | -18% | -0.1 | 7 | -4% | -9% | 5% | -9% | Cc1c(Cc2ccccc2)c(=O)oc2cc(OCC(=O)N3CCC(C(N)=O)CC3)ccc12 |
| 13 | -0.3 | -10% | 0.3 | 1 | -3% | -4% | -6% | 3% | CCCCc1nc2cc(C(=O)N3CCC(O)CC3)ccc2o1 |
| 14 | 1.6 | 0% | 2.0 | 1 | 9% | 7% | -9% | 4% | N#Cc1nc(-c2ccc([N+](=O)[O-])cc2)oc1N1CCCCC1 |
| 15 | -1.4 | 4% | -0.2 | · | -3% | 8% | -3% | 12% | CC(NO)/C(=N\O)c1cccs1 (stereo not drawn) |
| 16 | 0.3 | 0% | 0.6 | -1 | -3% | 8% | -7% | -2% | NC(=O)N(CCC(=O)O)c1ccccc1 |
| 17 | -3.7 | -14% | 0.5 | 0 | 3% | 10% | -2% | -3% | Cc1ccccc1-n1c(Cn2c(=O)sc3ccccc32)nnc1SC(C)C |
| 18 | -0.8 | 1% | 0.4 | 8 | 2% | -10% | 2% | 5% | O=C(Nc1cnn(Cc2ccc(F)cc2)c1)c1cnccn1 |
| 19 | -0.9 | 0% | -52* | 2 | -16% | 16% | -6% | 9% | Oc1ccc(/C=N\Nc2cc(N3CCOCC3)nc(N3CCOCC3)n2)c(O)c1 |
| 20 | -0.4 | 6% | -4.3 | 1 | 4% | ? | -13% | 6% | CC(=O)Nc1ccc(CN2CCCCCC2)cc1 |
| 21 | 3.7 | -3% | -2.4 | · | 4% | 6% | 2% | -3% | COc1cccc(NC(=O)CC2(CC(=O)O)CCCC2)c1 |
| 22 | -1.6 | 9% | -1.2 | 0 | -2% | -5% | -5% | 5% | Cc1ccccc1C(=O)NC1CCN(CC(=O)NCc2cccs2)CC1 |
| 23 | -3.4 | 13% | 1.5 | -2 | 8% | 2% | -1% | 5% | O=C(NCC(c1ccco1)N1CCc2ccccc21)c1ccccc1Br (stereo not drawn) |
| 24 | -0.5 | 0% | 1.7 | 1 | 0% | 16% | -5% | 13% | COC(=O)C(C)C1Sc2ccccc2NC1=O (stereo not drawn) |
| 25 | -2.6 | -9% | -2.5 | -8 | -1% | -13% | 2% | -5% | CC(=O)N(CC(=O)O)c1ccccc1 |
| 26 | -2.1 | 0% | 2.4 | 2 | -2% | -29% | -9% | 3% | O=C1C2CCCN2C(c2ccccc2)N1c1cccc(Cl)c1 (stereo not drawn) |
| 27 | 0.4 | 0% | -3.3 | 1 | 2% | -25% | -17% | 15% | CC(C)CCNC(=O)c1ccc2c(c1)ncn2C1CCCC1 |
| 28 | 1.9 | -3% | -1.6 | 1 | 7% | 0% | -6% | -1% | CC(=O)NCCNc1nc2cc(-c3cscc3C)sc2c(=O)n1C |
| 29 | -0.6 | 2% | 0.9 | -3 | 8% | -18% | -1% | -12% | O=C1NC[C@@H](CCCCN2CCN(CCC3CCCCC3)C(=O)C2=O)N(CC2CCCCC2)C1=O |
| 30 | -2.4 | -7% | -2.0 | 10 | 9% | 4% | -6% | 1% | CCOC(=O)c1[nH]c2ccc(Cl)cc2c1-c1ccccc1 |
| 31 | -1.0 | 0% | -6.2 | -1 | -3% | -14% | -11% | -3% | C=CCOc1cccc(C2C(C(=O)c3ccco3)=C(O)C(=O)N2CCN(CC)CC)c1 (stereo not drawn) |

Some of these compounds in order of their number in PI5P4K alpha inh, highest first.
| No. | IL-2 act | EPAC1 agonist | CCT chaperon mod | PI5P4K alpha inh | WRN helicase inh | EPAC1 antag | PLK1 PBD block | EPAC2 agonist | structure |
| --- | --- | --- | --- | --- | --- | --- | --- | --- | --- |
| 12 | 0.7 | -18% | -0.1 | 7 | -4% | -9% | 5% | -9% | Cc1c(Cc2ccccc2)c(=O)oc2cc(OCC(=O)N3CCC(C(N)=O)CC3)ccc12 |
| 27 | 0.4 | 0% | -3.3 | 1 | 2% | -25% | -17% | 15% | CC(C)CCNC(=O)c1ccc2c(c1)ncn2C1CCCC1 |
| 31 | -1.0 | 0% | -6.2 | -1 | -3% | -14% | -11% | -3% | C=CCOc1cccc(C2C(C(=O)c3ccco3)=C(O)C(=O)N2CCN(CC)CC)c1 (stereo not drawn) |

4 compounds drawn at random from the list so far, as already listed:
| No. | IL-2 act | EPAC1 agonist | CCT chaperon mod | PI5P4K alpha inh | WRN helicase inh | EPAC1 antag | PLK1 PBD block | EPAC2 agonist | structure |
| --- | --- | --- | --- | --- | --- | --- | --- | --- | --- |
| 23 | -3.4 | 13% | 1.5 | -2 | 8% | 2% | -1% | 5% | O=C(NCC(c1ccco1)N1CCc2ccccc21)c1ccccc1Br (stereo not drawn) |
| 20 | -0.4 | 6% | -4.3 | 1 | 4% | ? | -13% | 6% | CC(=O)Nc1ccc(CN2CCCCCC2)cc1 |
| 12 | 0.7 | -18% | -0.1 | 7 | -4% | -9% | 5% | -9% | Cc1c(Cc2ccccc2)c(=O)oc2cc(OCC(=O)N3CCC(C(N)=O)CC3)ccc12 |
| 7 | 0.8 | -4% | 0.5 | ? | ? | ? | 19µM* | 0% | C=C/C(C)=C/CC1C(=C)CCC2C(C)(C(=O)O)CCCC12C (stereo not drawn) |

An excerpt (hit frequency here may not be typical).
